GIRK2 act = Activates human GIRK2-containing potassium channels; 34,000 tested, under 10 active; AID 1259324; HEK293 GIRK2/NPY4 cells, thallium flux fluorescence; activation (% efficacy), % for hits at 37.5 µM;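 active = primary screen hit, no activity in plain HEK293 cells, and in GIRK2-only cells above 5% efficacy rising with concentration; inactive = the rest, including fluorescent compounds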;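 note: efficacy is normalized control-subtracted fluorescence 15 s after thallium addition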
Target sequence (P48051 whole entry, looked up): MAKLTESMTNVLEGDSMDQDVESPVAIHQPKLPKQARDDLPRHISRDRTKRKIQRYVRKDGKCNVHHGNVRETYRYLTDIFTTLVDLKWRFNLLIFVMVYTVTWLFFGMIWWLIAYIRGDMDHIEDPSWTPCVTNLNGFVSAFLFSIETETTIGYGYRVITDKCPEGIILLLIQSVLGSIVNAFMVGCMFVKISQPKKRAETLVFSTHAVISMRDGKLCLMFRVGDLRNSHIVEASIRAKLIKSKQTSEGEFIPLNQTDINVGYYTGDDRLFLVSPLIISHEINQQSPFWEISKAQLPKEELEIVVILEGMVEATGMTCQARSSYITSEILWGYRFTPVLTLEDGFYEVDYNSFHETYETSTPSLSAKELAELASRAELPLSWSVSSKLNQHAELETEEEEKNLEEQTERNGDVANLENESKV
Calls only; i = inactive. Not all compounds are listed, so the mix of outcomes need not match the whole.

| SMILES | GIRK2 act |
| --- | --- |
| O=C(Cc1ccccc1)NCCOc1ccc2nnc(-c3ccccc3Cl)n2n1 | i |
| CCOCCn1c(=O)c2c(nc(-n3nc(C)cc3C)n2C(C)C)n(C)c1=O | i |
| CC1Oc2ccccc2OC1C(=O)NC1CCCC(O)C1 (configuration not stated) | i |
| CCC(C)c1ccccc1OCC(O)CN (configuration not stated) | i |
| O=C(c1ccccc1F)N1CCC(CNS(=O)(=O)C2CC2)CC1 | i |
| O=C(C1CCN(c2ccc(-c3cccs3)nn2)CC1)N1CCN(Cc2ccccc2)CC1 | i |
| COc1ccccc1-c1c(C)nn2c(NCc3ccccc3)cc(C)nc12 | i |
| COc1ccccc1N1CCN(C(=O)C2(c3ccc(F)cc3)CC2)CC1 | i |
| COc1ccc(C(=O)Nc2ccc(N3CCCC3=O)c(OC)c2)c(OC)c1 | i |
| COc1ccc(-c2ccc(C)c(NC(=O)c3ccccc3OC)c2)nn1 | i |
| Cc1cccc(N2CCN(S(=O)(=O)CCNC(=O)Cc3ccc(F)cc3)CC2)c1 | i |
| CC(C)(C)n1ncc2c(=O)n(NC(=O)Cc3cccc4ccccc34)cnc21 | i |
| Cc1ccc2c(CC(=O)N3CCN(c4ccccc4Cl)CC3)cc(=O)oc2c1 | i |
| OC(CNC1CCCC1)COc1ccc2c(c1)CCC2 (configuration not stated) | i |
| COc1ccc(NC(=O)c2cc(-c3ccccc3)nc3c2c(C)nn3C2CCS(=O)(=O)C2)cc1 (configuration not stated) | i |
| COc1ccccc1CNC(=O)C(=O)Nc1c2c(nn1C(C)(C)C)CS(=O)(=O)C2 | i |
| COc1ccccc1CNC(=O)Cc1c(C)[nH]c(=O)[nH]c1=O | i |
| COc1ccc(C(CNC(=O)C(=O)Nc2ccc(C(N)=O)cc2)N2CCOCC2)cc1 (configuration not stated) | i |
| COc1ccc(S(=O)(=O)N2CCN(CCNC(=O)C(C)(C)C)CC2)cc1 | i |
| Cc1cc(=O)c2cc(Br)ccc2[nH]1 | i |
| Cn1nnc2c(SCC(=O)Nc3ccc(Cl)c(Cl)c3)ncnc21 | i |
| Cc1ccc(NC(=O)CCCn2nc(-c3ccc(Cl)cc3)ccc2=O)cc1C | i |
| COCCNC(=O)NCCc1ccsc1 | i |
| CCCCOCC(O)CNC(C)(C)CC(C)(C)C (configuration not stated) | i |
| COc1cc(OC)c(NC(=O)NCCNc2cc(N3CCCC3)nc(C)n2)cc1Cl | i |
| COc1ccccc1OCCCn1c(C2CC(=O)N(c3ccc(F)cc3)C2)nc2ccccc21 (configuration not stated) | i |
| CCc1ccc(NC(=O)CSc2nnc(-c3ccc(OC)c(OC)c3)n2N)cc1 | i |
| CCc1cccc2sc(N(CCN3CCOCC3)C(=O)CCc3ccccc3)nc12 | i |
| O=C(NCCc1ccccc1)NCC1CCN(c2ncccn2)CC1 | i |
| CCc1cc(=O)[nH]c(-n2nc(C3CC3)cc2NC(=O)COC)n1 | i |

2 entries picked at random from the list so far, as already listed:
| SMILES | GIRK2 act |
| --- | --- |
| COc1cc(OC)c(NC(=O)NCCNc2cc(N3CCCC3)nc(C)n2)cc1Cl | i |
| COc1ccccc1CNC(=O)Cc1c(C)[nH]c(=O)[nH]c1=O | i |

Gathered by group: the entries above containing a thiophene ring, fused or not (two)
| SMILES | GIRK2 act |
| --- | --- |
| O=C(C1CCN(c2ccc(-c3cccs3)nn2)CC1)N1CCN(Cc2ccccc2)CC1 | i |
| COCCNC(=O)NCCc1ccsc1 | i |

Continued.
| SMILES | GIRK2 act |
| --- | --- |
| CSc1ccccc1CN1CCC(CNC(=O)c2cc(-c3ccccc3)on2)CC1 | i |
| CCOc1ccc(CC(=O)N2CCN(c3ncnc4c3nnn4CC)CC2)cc1 | i |
| O=C(Nc1sccc1-c1nc2ccccc2s1)c1ccc([N+](=O)[O-])s1 | i |
| CCCCN1C(=O)CCc2cc(NC(=O)c3ccc(OCC)cc3)ccc21 | i |
| CC(=O)Nc1ccc(NC(=O)Cc2csc(NC(=O)c3ccc(=O)[nH]c3)n2)cc1 | i |
| COc1ccc(-c2cc(CC(=O)NCCCN3CCOCC3)no2)cc1 | i |
| Cc1noc(C)c1S(=O)(=O)N1CCC(c2nnc(-c3ccco3)o2)CC1 | i |
| COc1ccc(-c2nnc(NC(=O)CCSc3ccc(C)cc3)o2)cc1OC | i |
| COc1cccc2cc(C(=O)Nc3ccc4c(c3)C(=O)N(C)CCO4)oc12 | i |
| O=c1ccc(-c2ccco2)nn1CCCNS(=O)(=O)c1cc(F)ccc1F | i |
| CN(C)S(=O)(=O)c1ccc(C(=O)Nc2nnc(-c3ccc(Br)s3)o2)cc1 | i |
| CSc1ccccc1CN1CCC(CNC(=O)NCc2ccc(F)cc2)CC1 | i |
| CCOc1ccccc1NC(=O)CSc1nnc(-c2ccc(OC)c(OC)c2)n1N | i |
| CSc1ccccc1C(=O)NCCc1csc(-c2ccc(F)cc2)n1 | i |
| O=C(NCCCCN1CCOC(c2ccccc2)C1)C(=O)NC1CCCCC1 (configuration not stated) | i |
| CCCCN1C(=O)CCc2cc(NC(=O)c3ccc4c(c3)OCO4)ccc21 | i |
| Cc1cc(NC(=O)c2c(F)cccc2F)n(-c2nc3c(cnn3-c3ccc(C)c(C)c3)c(=O)[nH]2)n1 | i |
| CCc1nc2ccccc2n1CCCOc1ccccc1 | i |
| COc1ccc(Cl)cc1NC(=O)Nc1ccc(-n2nnn(CC(N)=O)c2=O)cc1 | i |
| CC(=O)c1cccc(NC(=O)Cn2cnc3c(sc4cccc(Cl)c43)c2=O)c1 | i |
| COc1ccc(C2(CNC(=O)C(=O)NCc3ccc4c(c3)OCO4)CCCC2)cc1 | i |
| Cc1nnsc1C(=O)N1CCC(CNC(=O)c2ccccc2Br)CC1 | i |
| Cc1cccc(Cn2nc3ccc(S(=O)(=O)N4CCC(C)CC4)cn3c2=O)c1 | i |
| O=C(CSc1nnnn1-c1ccc2ccccc2c1)NCc1ccccc1 | i |
| CCCCCNC(=O)c1c(C(F)(F)F)nn(C2CCCN(C)C2)c1C (configuration not stated) | i |
| O=C(NCc1cccc2ccccc12)N(Cc1ccccn1)Cc1ccco1 | i |
| COCCCNC(=O)c1c(C(F)(F)F)nn(C2CCN(C(C)C)CC2)c1C | i |
| COc1ccc2c(=O)c(Oc3ccc(C(=O)N4CCC(C(N)=O)CC4)cc3)c(C)oc2c1 | i |
| O=C(NC(C(=O)N1CCOCC1)C12CC3CC(CC(C3)C1)C2)c1ccc(F)cc1 (configuration not stated) | i |
| O=C(NCc1cccs1)C(=O)NCC1CCN(Cc2cccs2)CC1 | i |
| C=CCCC(=O)N1CCC(CN2CCN(C)CC2C)CC1 (configuration not stated) | i |
| CCOCC(=O)NCC(c1ccc(C)cc1)N1CCN(C)CC1 (configuration not stated) | i |
| Cc1ccc(-c2csc(NC(=O)C3CCCN(S(C)(=O)=O)C3)n2)cc1 (configuration not stated) | i |
| Cc1cc(NC(=O)c2nc3ccccc3s2)n(C(C)C)n1 | i |
| COc1ccc(-c2cc(NS(=O)(=O)c3ccccc3)n(C3CCS(=O)(=O)C3)n2)cc1 (configuration not stated) | i |
| O=C(NCC(c1cccs1)N1CCOCC1)c1cccc2ccccc12 (configuration not stated) | i |
| COc1ccc(OC)c(-c2cc(C(=O)NCc3n[nH]c(=O)c4ccccc34)n(C)n2)c1 | i |
| COc1ccc(C(=O)NCCS(=O)(=O)N2CCN(c3ncccn3)CC2)cc1OC | i |
| Cc1cc(N2CCOCC2)n2ncc(-c3ccccc3Cl)c2n1 | i |
| CC(C)c1nnc(C2CCN(C(=O)c3c[nH]c4ccccc34)CC2)o1 | i |
| O=C(CCCn1nc(-c2ccco2)ccc1=O)Nc1cc(Cl)cc(Cl)c1 | i |
| COc1cccc(CC(=O)NCC(O)c2ccsc2)c1 (configuration not stated) | i |
| O=C(NCC(O)c1ccsc1)c1ccccc1Cl (configuration not stated) | i |
| CC(=O)c1ccc(NC(=O)CSc2ccc(NC(=O)C(C)C)nn2)cc1 | i |
| Cc1cc(C)n(CCNC(=O)c2ccc(N3CCCC3)nn2)n1 | i |
| Cn1c(=O)c2c(nc(N3CCCC3)n2CC(O)COc2ccc3ccccc3c2)n(C)c1=O (configuration not stated) | i |
| Cc1nc(N2CCN(C(=O)Cc3ccc(Cl)cc3)CC2)cc(-n2ccnc2)n1 | i |
| COc1cc(NC(=O)C2CCCCC2)ccc1N1CCCCC1=O | i |
| Cc1cnc2c(c1SCCO)c(=O)n(C)c(=O)n2C | i |
| O=S(=O)(Cc1cccc(F)c1)NCC(O)(c1ccccc1)C1CC1 (configuration not stated) | i |
| O=C(Cc1cccs1)NCCCn1nc(-c2cccs2)ccc1=O | i |
| CN(C)C(CNC(=O)c1cccc([N+](=O)[O-])c1)c1cccs1 (configuration not stated) | i |
| CCOc1ccc2ccccc2c1C(=O)Nc1ccc(CC(=O)N(C)C)cc1 | i |
| Cc1cc(N(C)C)nc(NCCNC(=O)c2ccc(Br)o2)n1 | i |
| Cc1ccc(NC(=O)COC(=O)CCCC2=NS(=O)(=O)c3ccccc3N2)cc1F | i |
| O=C(/C=C/c1ccco1)N1CCC(CNS(=O)(=O)c2cccnc2)CC1 | i |
| O=C(CCCc1ccccc1)N1CCN(c2ccc(Nc3cccnc3)nn2)CC1 | i |
| CN(C)CCNC(=O)c1ccc(Oc2ncccn2)cc1 | i |
| COc1ccc(C(=O)Nc2ccc(N3CCCC3=O)c(C)c2)cc1 | i |
| CS(=O)(=O)N1CCCCC1C(=O)Nc1nc(-c2nc3ccccc3s2)cs1 (configuration not stated) | i |

Remaining list, next part:
| SMILES | GIRK2 act |
| --- | --- |
| Cc1ccc([N+](=O)[O-])cc1NC(=O)c1ccc(=O)n(Cc2cccc(C(F)(F)F)c2)c1 | i |
| Cc1ccc(S(=O)(=O)N(C)CC(=O)Nc2ccc(C)cc2C)cc1 | i |
| COCC(C)NC(=O)C(=O)Nc1c2c(nn1-c1cccc(Cl)c1)CS(=O)(=O)C2 (configuration not stated) | i |
| CCOc1cn(-c2ccc(F)cc2)nc1C(=O)N1CCN(Cc2ccccc2)CC1 | i |
| CC(=O)N1CCc2ccc(NC(=O)C3(c4ccccc4)CCOCC3)cc2C1 | i |
| COc1ccc(S(=O)(=O)CCC(=O)Nc2nc3cc(OC)c(OC)cc3s2)cc1 | i |
| O=C(CSCc1ccccc1)N1CCC(c2nnc(-c3ccco3)s2)CC1 | i |
| O=C(Cc1csc(Nc2ccccc2)n1)N1CCCC1 | i |
| Cc1cc(F)ccc1S(=O)(=O)NCC(c1ccsc1)N1CCOCC1 (configuration not stated) | i |
| Cc1cc(C(=O)Nc2nnc(Cc3cccs3)o2)no1 | i |
| COc1ccc(C(=O)N2C(=S)C(c3ccc(Br)cc3)=NC2(C)C)cc1OC | i |
| COC(=O)N1CCC(CNC(=O)C(=O)NCCc2ccccc2)CC1 | i |
| Cc1cc(C(=O)N2CCN(C)CC2)nn1CC(=O)N1CCc2ccccc21 | i |
| Cc1nc(C)c(CC(=O)NC2CCCC2)s1 | i |
| COc1ccc(NC(=O)Nc2ccc3c(c2)CC(=O)N3C)cc1 | i |
| Cc1ccc2c(c1)CCCN2C(=O)C1CCN(c2ccc(-c3ccccc3C)nn2)CC1 | i |
| COc1ccc(NC(=O)Nc2ccc(Cl)c(N3CCCS3(=O)=O)c2)cc1OC | i |
| O=S(=O)(NCCOc1ccc2nnc(-c3ccccc3)n2n1)c1ccc2c(c1)CCCC2 | i |
| CC(NC(=O)CCn1cnc2c(cnn2-c2ccc(F)cc2)c1=O)c1ccccc1 (configuration not stated) | i |
| O=C(Cn1nc(-n2cccn2)ccc1=O)Nc1cc(C(F)(F)F)ccc1Cl | i |
| COc1ccc(Cl)cc1C(=O)NCCCN1CCOC(c2ccccc2)C1 (configuration not stated) | i |
| CCn1nc(C(=O)NCCc2csc(-c3ccc(OC)cc3)n2)ccc1=O | i |
| O=C(NC1CC1)c1ccc(N2CCCCS2(=O)=O)cc1 | i |
| COc1ccc2nc(-c3ccc(F)c(NC(=O)C4CCCC4)c3)cn2n1 | i |
| O=C(Cn1c(=O)c2sccc2n(Cc2cccc([N+](=O)[O-])c2)c1=O)NCc1ccccc1Cl | i |
| O=C(CSc1nc(-c2ccccc2)[nH]c1S(=O)(=O)c1ccccc1)N1C(=O)Cc2ccccc21 | i |
| O=C(COc1cccc2ccccc12)N1CCN(c2ccc(-c3ccncc3)nn2)CC1 | i |
| CC(C)(C)C(=O)N1CCN(Cc2nnnn2-c2ccccc2)CC1 | i |
| Cc1ccc(C(=O)NC(=S)Nc2ccc(S(N)(=O)=O)cc2)cc1I | i |
| Cc1nn(-c2ccc(C(=O)NC(C)c3ccc(F)cc3)cn2)c(C)c1C (configuration not stated) | i |
| CC(C)S(=O)(=O)c1cccc(C(=O)Nc2nc(-c3ccc(Br)s3)cs2)c1 | i |
| Cc1ccc(-n2nnc(C(=O)Nc3nccs3)c2C)cc1Cl | i |
| Cc1ccc(NC(=O)Nc2ccc(Nc3cc(-n4ccnc4)ncn3)cc2)cc1F | i |
| COc1ccc(F)cc1S(=O)(=O)Nc1cc2c3c(c1)CC(=O)N3CCC2 | i |
| O=C(Nc1ccccc1Br)NC1(c2nc(-c3cccnc3)no2)CCCCC1 | i |
| CC(C)COc1ccc(S(=O)(=O)NCCN2CCOC(c3ccccc3)C2)cc1 (configuration not stated) | i |
| CC(=O)Nc1ccc(S(=O)(=O)NCc2ccsc2)cc1 | i |
| COc1ccc(-c2cc(CC(=O)N3CCOCC3)no2)cc1OC | i |
| Nc1nc(CC23CC4CC(CC(C4)C2)C3)cs1 | i |
| COc1cccc(CNC(=O)C(=O)Nc2ccc(C)c(N3CCCC3=O)c2)c1 | i |
| CSc1ccc(CNC(=O)Cc2nnc(-c3sccc3C)o2)cc1 | i |
| O=c1[nH]c2cc3c(cc2c(=O)n1Cc1nc(-c2ccccc2Cl)no1)OCO3 | i |

Two of the compounds above, field by field.
CC(C)S(=O)(=O)c1cccc(C(=O)Nc2nc(-c3ccc(Br)s3)cs2)c1
- GIRK2 act = i
CC(C)COc1ccc(S(=O)(=O)NCCN2CCOC(c3ccccc3)C2)cc1 (configuration not stated)
- GIRK2 act = i
